High-throughput results (PubChem BioAssay)
PKA-R1A act – PKA-R1A complex activation; 340,000 tested, 0.083% active; PKA-R1A dissociation, Cy5-IP20 fluorescence polarization; scaled: DMSO 0%, 113 µM cGMP 100%; P00514+P68181; AID 504707; activation, % at 11.4 µM;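 active means percent activation above the mean of all tested compounds plus 3 SD, cut at about 19% in these data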;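 further: higher means more PKAc released from R1A so a rise in polarization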
phage Ecoli inh – E. coli growth loss with phage present; growth absorbance; inhibition, % at 11.9 µM; 360,000 tested, 0.26% active; AID 651602; in the data active means inhibition above about 11%
SUMO Mot1 rescue – SUMOylation pathway inhibition by Mot1-301 growth rescue | S. cerevisiae Mot1-301 growth rescue, ATP luminescence, 38.5C; percent above DMSO median, 100 means doubled | 320,000 tested, 1% active | growth rescue, % at 18.8 µM;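 active means every valid replicate shows activation above 250% relative to neutral control wells; inactive means the rest, any valid replicate at or below 250%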;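 further: OY570 slx delta 5 strain wells were the positive control but not used for scaling; some compounds called inactive have numbers as strong as hits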
AddAB inh – less growth of phage-infected E. coli with AddAB. inhibition, % at 11.9 µM. AID 435030. 330,000 tested, 0.29% active. E. coli expressing H. pylori AddAB, absorbance growth; in the data active means inhibition above about 12%;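 further: 0% = vehicle wells of infected cells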
CDK5 p35 inh – inhibitors of human CDK5/p35 kinase | Q00535+Q15078 | Recombinant CDK5/p35, ADP-Glo luminescence, 60 min | inhibition, % at 10 µM | 330,000 tested, 0.01% active | AID 488839;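 active means highest replicate inhibition of at least 50% and at least 75% of replicates reaching 50%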;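 further: plate controls were DMSO neutral control for no effect and GW8510 at 10 µM for full effect; many of its hits are not listed in these tables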
Tat export inh – E. coli Tat transport inhibition. E. coli MC4100 TorA-mCherry Tat export, fluorescence. 340,000 tested, 0.036% active. inhibition, % at 10 µM. AID 488895;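 active means mean replicate inhibition at least 50% and at least half of replicates individually reaching 50%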;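 further: exported cargo escapes ClpAP degradation while cytoplasmic cargo is degraded and loses fluorescence; 0% = median of neutral control wells and 100% = median of NaSCN control wells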
HTR5A ag ctr – counter-screen for OPRM1-OPRD1 agonists: human HTR5A agonism; HTR5A agonist assay, luminescence, cell-based; 340,000 tested, 0.61% active; P47898; activation, % at 9.3 µM; in the data active means activation mostly above about 9.5%, no sharp cut-off; inactive means mostly below about 7.6%;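 further: 0% = cells with vehicle only and 100% = reference agonist; strong numbers were not always called active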
Target sequence (P47898 whole entry, looked up): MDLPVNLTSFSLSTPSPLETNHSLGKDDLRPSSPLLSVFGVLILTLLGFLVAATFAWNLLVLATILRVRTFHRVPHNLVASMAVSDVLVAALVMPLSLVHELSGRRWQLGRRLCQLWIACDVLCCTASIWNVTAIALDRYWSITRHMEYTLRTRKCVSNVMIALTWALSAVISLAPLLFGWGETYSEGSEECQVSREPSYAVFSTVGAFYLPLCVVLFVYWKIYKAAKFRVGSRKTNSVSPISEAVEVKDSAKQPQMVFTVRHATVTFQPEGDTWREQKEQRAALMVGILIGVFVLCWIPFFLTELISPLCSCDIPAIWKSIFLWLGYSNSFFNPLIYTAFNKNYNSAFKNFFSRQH
DAGLB inhibitor – diacylglycerol lipase beta (human) inhibition. Q8NCG7. HEK293T DAGLB membrane lysate, EnzChek fluorogenic substrate. inhibition, % at 5.17 µM. 340,000 tested, 0.059% active. AID 504411; in the data active means inhibition above about 34%;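 further: 0% = enzyme with vehicle and 100% = wells lacking enzyme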
Target sequence (Q8NCG7 whole entry, looked up): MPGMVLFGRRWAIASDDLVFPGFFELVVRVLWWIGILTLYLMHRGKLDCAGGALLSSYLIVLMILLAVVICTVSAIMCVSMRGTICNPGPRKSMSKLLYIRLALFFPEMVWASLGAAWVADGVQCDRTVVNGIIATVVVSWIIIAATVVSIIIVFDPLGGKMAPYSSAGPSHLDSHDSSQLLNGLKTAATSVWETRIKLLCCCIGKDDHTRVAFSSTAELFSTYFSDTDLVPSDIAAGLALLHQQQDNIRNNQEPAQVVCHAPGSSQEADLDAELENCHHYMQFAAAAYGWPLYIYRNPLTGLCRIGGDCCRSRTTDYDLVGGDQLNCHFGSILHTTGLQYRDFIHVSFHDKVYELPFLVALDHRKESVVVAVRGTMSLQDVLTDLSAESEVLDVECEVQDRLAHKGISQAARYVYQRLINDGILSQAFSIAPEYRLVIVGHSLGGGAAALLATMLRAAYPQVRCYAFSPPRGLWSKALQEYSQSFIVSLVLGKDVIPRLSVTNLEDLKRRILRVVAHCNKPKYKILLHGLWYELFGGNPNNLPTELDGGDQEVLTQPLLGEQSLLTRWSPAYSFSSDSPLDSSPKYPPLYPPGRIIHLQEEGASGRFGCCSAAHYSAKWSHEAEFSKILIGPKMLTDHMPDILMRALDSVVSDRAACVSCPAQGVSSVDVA
Ecoli viability – reduces bacterial viability in AddAB counter-screen | E. coli V3065 growth, OD600 absorbance, 18 h | inhibition, % at 11.9 µM | 330,000 tested, 0.27% active | AID 449728;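 active means inhibition above the campaign's mean inhibition across all tested compounds plus 3 SD, cut at about 9.9% in these data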;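 further: uninfected addAB+ strain grown without phage in ampicillin broth; 0% = DMSO wells and 100% = ciprofloxacin 0.95 µg/ml wells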
PKA-R2B act – activators of human PKA-R2B complex; 340,000 tested, 0.079% active; activation, % at 11.4 µM; AID 504700; PKA-R2B holoenzyme dissociation, Cy5-IP20 fluorescence polarization; R2B truncated from residue 108, S112A mutant; 0% DMSO only, 100% 113 µM cGMP;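 active means activation above a cutoff set at the mean over all compounds plus 3 SD, cut at about 18% in these data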;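 further: higher means more holoenzyme dissociation and a rise in polarization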
HTR5A inv ag – inverse agonist of human HTR5A in OPRM1-OPRD1 counter-screen; P47898; HTR5A cell line, luminescence, inverse agonism; inhibition, % at 9.3 µM; 340,000 tested, 0.083% active; in the data active means inhibition mostly above about 23%, no sharp cut-off; inactive means mostly below about 18%;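 further: 0% = cells with DMSO and 100% = no-cell wells with DMSO; some compounds called inactive have numbers as strong as hits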
An asterisk follows results filed as active; . = not tested or not shown; & = joins results of further samples.

SMILES	PKA-R1A act	phage Ecoli inh	SUMO Mot1 rescue	AddAB inh	CDK5 p35 inh	Tat export inh	HTR5A ag ctr	DAGLB inhibitor	Ecoli viability	PKA-R2B act	HTR5A inv ag
CC(=O)N(c1ccc(C)cc1)S(=O)(=O)c1ccc(Cl)cc1	4	4.7	0	3.1	-0.1	-1	-4	-2	-0.5	4	11
COc1ccccc1OCC#CCn1ccnc1	-5	4.5	20	1.4	-0.5	-10	-4	-1	1.1	-8	5
Cc1ccc(-c2nc(C#N)c(NCCc3ccccn3)o2)cc1	-5	3.1	.	1.0	0.7	-11	1	2	2.6	-4	19
c1ccc(CCc2nn3c(C4COc5ccccc5O4)nnc3s2)cc1 (stereo not drawn)	-6	1.9	-18	3.1	2.4	-4	-7	-2	2.1	-1	16
CN1CCc2c(n(CC(O)CN(CCO)CCO)c3ccccc23)C1=O (stereo not drawn)	0	0.7	79	-0.2	-2.9	8	-3	3	-0.1	-11	8
CCCC(C)NC(=O)CN(Cc1ccco1)S(=O)(=O)c1ccccc1 (stereo not drawn)	-8	1.8	-12	-0.4	-0.1	-6	2	0	1.6	-9	10
COCCCn1c(SCc2nnc(-c3ccc(OC)c(OC)c3)o2)nnc1-c1ccncc1	8	1.2	10	-0.7	-1.5	-7	3	-1	4.0	-2	12
COc1ccc([C@@H]2[C@@H](C(=O)C(C)(C)C)N3N=Cc4ccccc4[C@@H]3C23C(=O)OC(C)(C)OC3=O)cc1OC	-9	5.2	-23	4.6	-0.4	1	0	-6	-0.3	-11	12
CC(C)C[C@H]1CNC(=S)N1CC1CCN(CCC2CCCC2)CC1	-8	4.1	.	.	-0.2	-5	3	0	.	-13	-10
NS(=O)(=O)c1ccc(CCNC(=O)CNC(=O)C2CCCCC2)cc1	-1	2.6	4	1.7	-0.9	-8	2	-1	-1.3	-4	-18
COC(=O)c1ccc(C(=O)N2CCCC(N3CCN(c4ccccc4)CC3)C2)nc1 (stereo not drawn)	4	-0.6	2	0.3	-2.9	-10	1	1	-0.6	-15	0
Cn1c(SCC(=O)N2CCCc3ccccc32)nnc1-c1ccco1	-22	1.6	5	2.8	0.5	-1	-1	1	1.1	-21	1
CC(C)n1c(NCc2nc3ccccc3n2C)nc2ccccc21	-8	-0.1	3	-0.8	-0.7	2	-2	-3	-1.8	-5	6
CN1CCCCCC1C(=O)N1CCC(N2CCC(C(=O)N3CCOCC3)CC2)CC1 (stereo not drawn)	-3	4.6	270*	1.2	-1.3	-16	-4	1	-2.3	4	-3
CCC1=NN(C(=O)c2ccc(C)cc2)C(O)(c2ccc(Br)cc2)C1 (stereo not drawn)	-17	3.4	22	2.3	-2.8	5	0	-2	-0.3	0	-3

SUMO Mot1 rescue: what is marked active above
| Molecule | PKA-R1A act | phage Ecoli inh | SUMO Mot1 rescue | AddAB inh | CDK5 p35 inh | Tat export inh | DAGLB inhibitor | PKA-R2B act |
| --- | --- | --- | --- | --- | --- | --- | --- | --- |
| CN1CCCCCC1C(=O)N1CCC(N2CCC(C(=O)N3CCOCC3)CC2)CC1 (stereo not drawn) | -3 | 4.6 | 270* | 1.2 | -1.3 | -16 | 1 | 4 |

(further entries)
SMILES	PKA-R1A act	phage Ecoli inh	SUMO Mot1 rescue	AddAB inh	CDK5 p35 inh	Tat export inh	HTR5A ag ctr	DAGLB inhibitor	Ecoli viability	PKA-R2B act	HTR5A inv ag
CCc1ccccc1NC(=O)c1sc2nc(C)cc(C)c2c1N	-7	-0.4	2	1.5	3.2	5	0	-3	-2.1	-2	-1
CC(=O)Oc1ccc(C(=O)Nc2cccc(C(=O)c3cccc(NC(=O)c4ccc(OC(C)=O)cc4)c3)c2)cc1	4	-1.0	8	-0.6	-0.7	-10	3	2	-3.3	4	2
CCOc1ccc(/C=C/C(O)=C2/C(=O)N(C)C3(C)CC2c2ccccc2O3)cc1OC (stereo not drawn)	-18	0.9	-4	-0.2	-5.8	3	0	-3	-0.6	9	-1
CC(C)c1ccc(NC(=O)CN2C(=O)NC(Cc3c[nH]c4ccccc34)C2=O)cc1 (stereo not drawn)	-15	2.7	.	1.8	0.1	-11	2	2	0.3	2	-9
COC(=O)c1sccc1NC(=O)CSc1cccc(Cl)c1Cl	3	-1.5	35	4.0	2.3	9	4	-5	0.7	3	-11
S=C(NCc1ccncc1)Nc1ccc(Br)cc1	0	3.0	-19	9.4	2.4	-11	-2	0	4.7	1	7
Cc1ccc(NC(=O)Cc2noc3ccccc23)cc1	3	2.6	-7	2.1	-1.1	-2	1	-6	-1.4	10	-2
CCOC(=O)N1CCN(C(=O)CSCC(=O)Nc2nc(-c3ccc(-c4ccccc4)cc3)cs2)CC1	4	1.0	-3	-2.6	0.4	2	12	-4	-2.2	-7	-32
Cc1ccccc1CNS(=O)(=O)c1ccc2c(c1)OCCO2	5	0.6	.	-1.0	1.1	-1	0	-2	2.0	2	-6
CC(C)[C@H](NC(N)=O)C(=O)Nc1cccc(S(=O)(=O)NC2=NCCCCC2)c1	3	2.1	.	.	-0.9	-2	3	1	.	4	-15
C/C(=N/NC(=O)CNC(=O)c1ccco1)c1ccco1	-2	0.4	7	3.9	.	-7	-1	-1	-0.5	-14	5
Cn1c(N2CCOCC2)nc(-c2ccccc2)c1-c1ccccc1	-3	0.1	93	4.1	-1.7	3	-5	0	-0.3	-10	13
Cc1cc(NC(=O)CSc2nnc(-c3ccco3)n2CC2CCCO2)no1 (stereo not drawn)	9	1.5	-5	1.5	-2.6	-6	1	-7	-2.1	8	29
O=C(CC1C(=O)NCCN1Cc1ccc(-c2ccccc2)cc1)NCc1ccncc1 (stereo not drawn)	2	4.3	59	-0.2	-0.3	-7	5	0	-0.6	-2	-12
Cc1ccc(OCCN(C)C)c([N+](=O)[O-])c1	1	3.8	52	3.9	0.6	-10	3	-2	1.6	-2	-11
O=C(O)CN1C(=O)C(=O)N(Cc2ccc(C(F)(F)F)cc2)C1=O	-16	2.7	312	-1.6	-0.6	-2	1	-1	-1.4	3	-5
Cc1cc(OCC(O)CN2CCN(C)CC2)ccc1C(C)C (stereo not drawn)	-4&-6	1.2&1.9	-8	1.5	-1.7&-2.3	3&-10	-1&5	-2&-1	-4.6	0&-8	5&27
O=S(=O)(/N=C(/NNS(=O)(=O)c1ccccc1)c1ccccc1)c1ccccc1	-2	4.6	11	3.4	-2.9	-3	-3	2	1.6	8	7
O=C(NCc1nnc(SCC(=O)N2CCC(Cc3ccccc3)CC2)o1)c1ccccc1F	-4	3.6	-10	0.3	0.9	4	-5	3	0.8	-3	6
Cc1ccc(CSCCNC(=O)CCSc2ccccc2)cc1	-9	2.6	20	3.2	0.6	-4	3	-8	0.8	-16	0
N#CC(C#N)=C/C=C(\Nc1ccc(Cl)cc1)c1ccc(Cl)cc1	-7	2.4	5	0.3	1.0	-11	2	-2	0.1	-2	-16
O=C(Nc1cccc(-c2cn3ccccc3n2)c1)c1cccs1	0	3.7	-4	1.1	0.4	-4	3	0	2.4	-6	23
O=C(Cn1nc(Cl)nc1Cl)c1ccc2c(c1)OCCO2	1	4.4	-20	1.8	.	-7	0	-1	0.4	1	-10
CS(=O)(=O)N(CC(=O)Nc1ccccc1Sc1ccccc1)c1cccc(Br)c1	-1	0.0	-9	-3.5	0.3	8	-3	-5	1.4	-4	-6
CN(C(=O)c1sc2nc(N3CCCC3)c3c(c2c1N)CC(C)(C)OC3)c1ccccc1	-5	4.5	-6	1.8	.	9	2	2	0.2	1	-9
O=C(CSc1nc2nccnc2c(=O)n1Cc1cccs1)Nc1ccccc1F	-10	-0.9	4	3.4	-0.8	4	-1	0	-0.5	2	2
CC1(C)Cc2cccc(C(=O)Nc3ccc(Cl)cc3)c2O1	-11	0.7	6	4.0	0.6	1	-1	-19	1.5	2	-37
Cc1ccc(Cl)cc1NC(=S)N(Cc1ccccc1)Cc1cccnc1	-9	-1.7	-11	3.3	1.5	3	-5	-1	-0.4	5	12
CC(C)(C)OC(=O)N1CCC(CC2CC(c3ccccc3)=NO2)(C(=O)NCc2ccccc2)CC1 (stereo not drawn)	-3	0.1	-4	0.8	-0.7	17	0	1	0.9	-3	4
COc1cccc(N2CCN(C(=O)c3cccc(NC4=NC5CS(=O)(=O)CC5S4)c3)CC2)c1 (stereo not drawn)	0	1.8	0	8.0	2.2	10	1	1	1.9	-3	-2
CCOC(=O)CNc1ccc2c(c1)OCO2	-18	3.5	4	4.2	.	4	-9	-1	-1.7	-3	11
CCOC(=O)c1cc(C#N)c(=S)[nH]c1C	9	2.9	5	1.6	0.4	0	-1	2	1.0	-1	3
COc1cc(C(=S)N2CCOCC2)ccc1OC(=O)c1ccccc1	-1	2.2	10	-0.6	-0.2	-5	-2	-2	-1.0	12	6

Of the compounds above, 6 contain an aryl methoxy group:
SMILES	PKA-R1A act	phage Ecoli inh	SUMO Mot1 rescue	AddAB inh	CDK5 p35 inh	Tat export inh	HTR5A ag ctr	DAGLB inhibitor	Ecoli viability	PKA-R2B act	HTR5A inv ag
COc1ccccc1OCC#CCn1ccnc1	-5	4.5	20	1.4	-0.5	-10	-4	-1	1.1	-8	5
COCCCn1c(SCc2nnc(-c3ccc(OC)c(OC)c3)o2)nnc1-c1ccncc1	8	1.2	10	-0.7	-1.5	-7	3	-1	4.0	-2	12
COc1ccc([C@@H]2[C@@H](C(=O)C(C)(C)C)N3N=Cc4ccccc4[C@@H]3C23C(=O)OC(C)(C)OC3=O)cc1OC	-9	5.2	-23	4.6	-0.4	1	0	-6	-0.3	-11	12
CCOc1ccc(/C=C/C(O)=C2/C(=O)N(C)C3(C)CC2c2ccccc2O3)cc1OC (stereo not drawn)	-18	0.9	-4	-0.2	-5.8	3	0	-3	-0.6	9	-1
COc1cccc(N2CCN(C(=O)c3cccc(NC4=NC5CS(=O)(=O)CC5S4)c3)CC2)c1 (stereo not drawn)	0	1.8	0	8.0	2.2	10	1	1	1.9	-3	-2
COc1cc(C(=S)N2CCOCC2)ccc1OC(=O)c1ccccc1	-1	2.2	10	-0.6	-0.2	-5	-2	-2	-1.0	12	6

Reformatted: results already given
Molecule | PKA-R1A act | phage Ecoli inh | SUMO Mot1 rescue | AddAB inh | CDK5 p35 inh | Tat export inh | HTR5A ag ctr | DAGLB inhibitor | Ecoli viability | PKA-R2B act | HTR5A inv ag
COc1cc(C(=S)N2CCOCC2)ccc1OC(=O)c1ccccc1 | -1 | 2.2 | 10 | -0.6 | -0.2 | -5 | -2 | -2 | -1.0 | 12 | 6
CCOC(=O)CNc1ccc2c(c1)OCO2 | -18 | 3.5 | 4 | 4.2 | . | 4 | -9 | -1 | -1.7 | -3 | 11
